# S3 lipid droplet: qHTS Assay for Lipid Storage Modulators in Drosophila S3 Cells; Drosophila S3 cells, BODIPY lipid droplet fluorescence, 18-24 h; cells fed with added oleic acid; lipid storage change, negative = inhibition, % at the top dose, mostly 46.1 µM; hits show Potency in µM; 320,000 tested, 0.64% active; AID 2685; active means well fitted inhibition curve with a large enough effect in the signal ratio, with a control signal flat, not every such curve was filed as active; inconclusive means small, poorly fitted or top-dose-only effect, or effect the other way, or a change in a side signal; the % refers to the signal ratio
#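 Drosophila S3 cells got compounds at several concentrations plus oleic acid (400 uM solution). Laser-scanning cytometry with 488 nm excitation read lipid droplets at 500-530 nm and cells at 575-640 nm. Percent activity was relative to 20 uM Triacsin C.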
# S3 lipid droplet cell count max: second read-out of S3 lipid droplet, no call of its own (marks repeat the call); cell number change, %; measured here: cell count max response;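 cells counted by Cell Tracker Red CMTPX staining in the red channel; peak over a dose series mostly up to 46.1 µM; percent activity relative to internal control wells on each plate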
# The depositor's hits bear a star; i = inactive; u = inconclusive; x = no result given; & = joins results of further samples. On the % scale 0 is the no-effect control and ±100 the full control effect; potency means the concentration at half of the fitted maximal effect. Only part of the results is shown, so the mix of outcomes need not match the whole.
SMILES,S3 lipid droplet,S3 lipid droplet cell count max
CCOC(=O)c1cc(-c2ccccc2)sc1NC(=O)CSc1nnc(N)s1,-10%,-20
COc1ccccc1NC(=O)N1CCN(CCc2ccccc2)CC1,u,x
COc1ccc(C2Nc3ccccc3C(=O)N2NS(=O)(=O)c2ccc(C)cc2)cc1OC (stereo not drawn),u,x
COc1cccc(CN2CC(C(=O)N(C)Cc3nc(C)cs3)CCC2=O)c1 (stereo not drawn),-8%,-10
CCOc1ccc(C(=O)Nc2c3c(nn2-c2ccc(F)cc2)CS(=O)C3)cc1 (stereo not drawn),u,x
CCCn1c(NCc2cc(OC)ccc2OC)nc2ccccc21,i,-5
CN1CCN(S(=O)(=O)c2ccc(Cc3ccc(S(=O)(=O)N4CCN(C)CC4)cc3)cc2)CC1,7%,-14
O=C(NC1(C(F)(F)F)OCCO1)c1ccc(F)cc1,u,x
CN1C(=O)C(O)(CC(=O)c2ccccc2O)c2cc(Br)ccc21 (stereo not drawn),0%,11&10
CCN1C(C(=O)Nc2cc(C)on2)=C(O)c2ccccc2S1(=O)=O,-5%,11
NS(=O)(=O)c1ccc2nc(NC(=O)c3ccc4c(c3)OCCO4)sc2c1,u,x
O=C(CC(c1ccco1)S(=O)(=O)c1ccccc1)c1ccc(F)cc1 (stereo not drawn),-5%,8

# Quoted from the listing:
# COc1cccc(CN2CC(C(=O)N(C)Cc3nc(C)cs3)CCC2=O)c1 (stereo not drawn) in S3 lipid droplet cell count max is entered as -10
# CN1C(=O)C(O)(CC(=O)c2ccccc2O)c2cc(Br)ccc21 (stereo not drawn) in S3 lipid droplet is entered as 0%
# CCN1C(C(=O)Nc2cc(C)on2)=C(O)c2ccccc2S1(=O)=O in S3 lipid droplet cell count max is entered as 11

# 6 entries from above in a different format.
structure | S3 lipid droplet | S3 lipid droplet cell count max
CCCn1c(NCc2cc(OC)ccc2OC)nc2ccccc21 | i | -5
COc1cccc(CN2CC(C(=O)N(C)Cc3nc(C)cs3)CCC2=O)c1 (stereo not drawn) | -8% | -10
O=C(NC1(C(F)(F)F)OCCO1)c1ccc(F)cc1 | u | x
COc1ccccc1NC(=O)N1CCN(CCc2ccccc2)CC1 | u | x
CN1C(=O)C(O)(CC(=O)c2ccccc2O)c2cc(Br)ccc21 (stereo not drawn) | 0% | 11&10
O=C(CC(c1ccco1)S(=O)(=O)c1ccccc1)c1ccc(F)cc1 (stereo not drawn) | -5% | 8

# New compounds follow.
SMILES,S3 lipid droplet,S3 lipid droplet cell count max
CC(=O)CC(=O)Nc1cccc2c1CCCC2,0.58µM*,2.1*
COc1cc2[nH]c(C(=O)NCCc3ccccc3)cc2c(OC)c1OC,u,x
COc1ccc(-c2csc(Nc3cc(C)ccn3)n2)cc1OC,i,x
O=C(O)C1CCCN1c1ncnc2c1oc1ccccc12 (stereo not drawn),u,x
Cc1cccc(NC2(C(F)(F)F)N=C(c3ccccc3)NC2=O)n1 (stereo not drawn),u,x
CC1(C)Cc2cccc(OCC(=O)NCCc3ccccc3)c2O1,u,x
Cn1c(=O)cc(OCCCC(=O)N2CCN(c3ccccc3)CC2)c2ccccc21,-2%,1
O=C(CCN1C(=O)/C(=C\C=C\c2ccccc2)SC1=S)Nc1ccccc1C(=O)O,u,x
COc1ccc(-c2cc(C(=O)N3CCOCC3)c3ccccc3n2)cc1OC,u,x
CC(=O)Nc1ccc(CN2CCc3c([nH]c4ccccc34)C2c2ccccn2)cc1 (stereo not drawn),12%,-5
Cc1ccc2nc(C)cc(OCC(=O)O)c2c1,u,x
CCSC1=NCCN1S(=O)(=O)c1ccc(F)cc1,3%,9
COc1ccc(NC2CCCN(C(=O)c3ccc4[nH]c(C)c(C)c4c3)C2)cc1OC (stereo not drawn),i,11
O=C(CCNC(=O)c1ccc([N+](=O)[O-])cc1)NC1CCCc2ccccc21 (stereo not drawn),u,x
O=C(C[n+]1cccc2ccccc21)c1ccc([N+](=O)[O-])cc1,-4%,x
CC1CCN(CCCNC(=O)c2ccc(N3CCCC3=O)cc2)CC1,u,x
CC(C)CC1(C)NC(=O)N(CC(=O)NC(=O)Nc2ccc3c(c2)OCCO3)C1=O (stereo not drawn),11%,-22
COC(=O)c1ccccc1OS(=O)(=O)N(C)C,u,x
CCCCCCCSc1nsc(N)n1,u,x
COc1cccc(N2CC(C(=O)NC3CCCCC3)CC2=O)c1 (stereo not drawn),u,x
COc1ccc(O)c(/C=N/NC(=O)CCC(=O)Nc2ccc(F)cc2)c1,u,x
CC(CCc1ccccc1)NC(=O)c1ccc(Br)cc1 (stereo not drawn),u,x
CCc1nc(C)ccc1OC(=O)C12CC3CC(CC(C3)C1)C2,u,x
CCOC(=O)c1cccc(NC(=O)CSc2nnnn2C)c1,u,x
O=C(NCC(=O)N1CCCCC1)c1ccc2ccccc2c1,u,x
O=S(=O)(c1ccccc1)N1N=C(c2ccc(Br)cc2)CC1c1ccco1 (stereo not drawn),16µM*,13*
CCCC1CC(C)(C(=O)Cn2[nH]c(=O)ccc2=O)OC1=O (stereo not drawn),-5%,7
O=C(Oc1cccc2c(OC(=O)N3CCCC3)cccc12)N1CCCC1,1%,-13
CC(C)c1ccc2nc3sc(C(=O)N4CCc5ccccc5C4)c(N)c3cc2c1,u,x
OCCN1CCN(C(=S)Nc2ccccc2)CC1,-3%,5
CCOc1ccccc1NC(=O)COC(=O)CSc1ccc(Cl)cc1,u,x
COc1cccc(NC2=C(Cl)C(=O)OC2OC(=O)c2ccco2)c1 (stereo not drawn),2%,x
Cc1cc(C)c(NC(=O)Nc2ccccc2C)c(Cl)c1,-6%,-6
C=CCNC(=S)Nc1sc2c(c1C(=O)OCC)CC(C)(CC)OC2 (stereo not drawn),u,x
CN(C)c1ccc(/C=C2/C(=O)N(c3ccc([N+](=O)[O-])cc3)N=C2N2CCOCC2)cc1,11%,-19
COc1ccc(C2c3ccc4ccccc4c3Oc3ncn4nc(Cc5ccccc5)nc4c32)cc1OC (stereo not drawn),23%,6
CCOCC(=O)Nc1cc(C(=O)NCCC(C)C)ccc1Cl,u,x
O=C(CSc1nnnn1C1CCCCC1)N1CCCC1,u,x
CCN(CC)C(=O)c1ccccc1NC(=O)c1ccccc1,5%,5
COc1ccc(-c2[nH]ncc2-c2cnc(C)s2)c(O)c1,u,x
Cc1ccc(S(=O)(=O)N2CCCC(C(=O)NCCCN3CCCCC3C)C2)cc1 (stereo not drawn),u,x
CC(C)CNC(=O)c1nc(-c2ccccc2)n(-c2ccccc2)n1,2%,-25
CCNC(=O)NC(=O)COC(=O)c1cccc(S(=O)(=O)N2CC3(C)CC2CC(C)(C)C3)c1 (stereo not drawn),9%,x
COc1ccc(S(=O)(=O)N2CCN(C(=O)Nc3ccccc3OC)CC2)cc1,-16%,-7
O=C(NCc1cccs1)Nc1ccc(Cl)cc1,1%,6
Nn1c(SCC(=O)NC(=O)NCc2ccco2)nnc1-c1ccc(OC(F)F)cc1,u,x
N#Cc1nn(-c2ccccc2)nc1N1CCCCC1,i,-2
O=C(NCCN1CCCCCC1)c1ccc(CS(=O)(=O)c2ccc(Br)cc2)o1,-24%,x

# A second format for 2 compounds above:
SMILES	S3 lipid droplet	S3 lipid droplet cell count max
O=C(NCCN1CCCCCC1)c1ccc(CS(=O)(=O)c2ccc(Br)cc2)o1	-24%	x
CCOCC(=O)Nc1cc(C(=O)NCCC(C)C)ccc1Cl	u	x

# Later entries
SMILES,S3 lipid droplet,S3 lipid droplet cell count max
CCc1ccc(NC(=O)CSc2nc(-c3ccc(C)cc3)nc3c2Cc2c(CO)cnc(C)c2O3)cc1,-8%,-10
O=C(Cn1nc(-c2ccc(Cl)cc2)c2ccccc2c1=O)NCC1CCCO1 (stereo not drawn),-15%,-23
CC(C)CNC(=O)/C=C/C=C/CCCC/C=C/c1ccc2c(c1)OCO2,u,x
Cn1ccnc1C(=O)c1cccc([N+](=O)[O-])c1,8%,3
O=C(CCl)Nc1c2c(nn1-c1ccccc1)CSC2,21µM*,-21*
Cc1ccc(S(=O)(=O)c2nc(S(C)(=O)=O)sc2N2CCN(C)CC2)cc1,i,-18
O=C(C(=O)N1CCc2ccccc2C1)c1cn(CC(=O)N2CCCC2)c2ccccc12,6%,1
NC(=S)N/N=C/c1ccccc1OC(=O)c1cc2ccccc2oc1=O,u,x
CCC(C)(C)NC(=O)c1cc(C(=O)OC)cc([N+](=O)[O-])c1,i,-15
CC(=O)Nc1c(F)cc(Br)cc1F,-4%,2
COC(=O)c1cccc(NC(=S)NCc2ccco2)c1,u,x
O=C(NNS(=O)(=O)c1ccccc1)c1cccc(F)c1,u,x
CCN(CC)C(=O)CSc1nc2c(sc(=S)n2Cc2ccco2)c(=O)n1-c1ccccc1,u,x
COCCn1c(SCC(=O)N2CCCCC2)nc2c(c1=O)SCC2,i,1
CCc1cc2c(SCC(=O)c3ccccc3)ncnc2s1,-13%,-3
Cc1c(C(=O)NCc2ccccc2)oc2ccc(S(=O)(=O)N3CCCC3)cc12,u,x
CC(NC(=O)NC1CCCCC1)C(c1cccs1)N1CCN(C)CC1 (stereo not drawn),u,x
c1ccc2[nH]c(CSc3ncnc4c3oc3ccccc34)nc2c1,u,x
O=C(COc1ccc2ccccc2c1)Nc1cccc2cccnc12,u,x
COCCN1CCN(Cc2nc(Cc3ccc(OC)c(OC)c3)no2)CC1,-15%,1
S=c1[nH]nc(CCc2ccc(Cl)cc2)o1,u,x
Cn1nc(C(F)(F)F)c2cc(NC(=O)OCC(C)(C)C)sc21,u,x
Cn1nnnc1SCC(=O)NC(C)(C)C,u,x
CCC(=O)NC1=C(Nc2ccc(N)cc2)C(=O)c2ccccc2C1=O,i,-4
O=C(COc1cccc2cccnc12)N1CCc2ccccc21,-1%,-11
Cc1csc(N/N=C/c2ccc([N+](=O)[O-])cc2)n1,u,x
CCOC(=O)c1c(C)nc(SC)c(C#N)c1-c1ccccc1,-1%,-6
CCOC(=O)c1oc2ccccc2c1CN1CCCCC1,16%,27
CCCCCN1C/C=C\C(c2ccc(OC)cc2)N(Cc2ccc(F)cc2)C(=O)C1 (stereo not drawn),7%,-5
CCOCC(=O)Nc1ccc([N+](=O)[O-])cc1C,2%,-14
COc1cc2c(cc1OC)C(c1cc(C)ccc1C)CC(=O)N2 (stereo not drawn),u,x
O=C(CSc1nc(-c2ccc(F)cc2)cs1)NCCN1C(=O)CSC1=O,-8%,x
O=C(CSc1nnc(-c2ccccn2)o1)Nc1ccccc1,-3%,5
COC(=O)c1nc2cc(C)ccn2c1F,8%,-5
CC(=O)N1CCc2cc(S(=O)(=O)NCCC(=O)Nc3cccc(C)c3)ccc21,i,5
Nc1nc(COc2ccc(F)cc2Cl)nc(N2CCCCC2)n1,2%,x
CSC1=NSC2=NC(=O)/C(=C\c3coc4ccccc4c3=O)C(=N)N12,2%,20
CCO[C@@H]1OC(C(=O)N2CCCCCCC2)=C[C@H](c2ccc3c(c2)OCO3)[C@H]1CCCO,-29%,-16
Cc1cc(-c2ccccc2)n(-c2cc(N/N=C/c3ccccc3O)ncn2)n1,u,x
CCOC(=O)N1C2=NC(C(=O)OC)=C(C(=O)OC)[C@@H]3N(C)c4ccccc4[C@]23C[C@H]1C(=O)OC,9%,-3
COC(C[C@@H]1O[C@H]1[C@@H](O)[C@@H](C)OCc1ccccc1)OC,0%,5
CCOc1ccccc1NC(=O)Cn1cnc2c(nnn2-c2cccc(OC)c2)c1=O,u,x
CCCCNC(=O)c1onc(CSc2cccc(F)c2)c1C(=O)O,5%,-2
CCN(CC)c1ncnc2sc(C(=O)N3CCN(c4ccc(OC)cc4)CC3)c(C)c12,u,x
CN1CCC(NC(=O)c2cc(-c3cccc(Br)c3)nc3ccccc23)CC1,u,x
CCOC(=O)N1CCN(c2c(NCCc3ccccc3)c(=O)c2=O)CC1,-2%,11
Cc1ccc(NC(=O)Nc2ccc3c(c2)CCC3)c(C)c1,u,x
CC(C)COc1cc(=O)[nH]c(SCC(C)C)n1,u,x
C=CCOc1ccc(/C=C2\SC(=Nc3cccnc3)NC2=O)cc1,-3%,x
O=C(O)c1ccc2c(=O)n3cc(C(=O)c4ccccc4O)cc(Cl)c3nc2c1,11%,12
Cc1ccc(-c2ccc(C3C(C#N)=C(N)Oc4n[nH]c(C)c43)o2)cc1 (stereo not drawn),-58%,x
COc1ccc(OC)c(/C=N/N=C(\N)c2nonc2N)c1,-1%,10
CCCN(C(=O)Cn1nc(C)c([N+](=O)[O-])c1C)c1c(N)n(Cc2ccccc2)c(=O)[nH]c1=O,u,x
COc1ccc(C2N(C(=O)N(C)C)CCN2S(=O)(=O)c2ccc(OC)cc2)cc1 (stereo not drawn),u,x
COC(=O)c1ccccc1NC(=O)COC(=O)c1ccc(C)c(NC(=O)c2ccco2)c1,11%,3
CCNc1cc(=O)n(C)c(=O)n1C,u,x
O=C(c1cc(Cl)cc(Cl)c1)N1CCC(=O)N(C(COCc2ccccc2)Cc2ccccc2)CC1 (stereo not drawn),u,x
Cc1ccc(C(=O)CSc2nnc(COc3cccc(C)c3)o2)cc1,0%,24
Cc1cc(C(=O)OCC(=O)NC2CCC(C)CC2)c(C)o1 (stereo not drawn),8%,1
Cc1cc(NC(=O)/C=C/c2ccccc2Cl)n(-c2nc3ccccc3[nH]2)n1,u,x

# From PubChem
